# Assay outcomes deposited in PubChem by Sanford-Burnham Center for Chemical Genomics.
# PMI inhibitors: MPI enzyme activity inhibition – biochemical, fluorescence intensity, coupled assay, primary screen (AID 1209); purified PMI enzyme, coupled fluorescence intensity; higher % means a stronger effect; inhibition, % at 20 µM, or IC50 in µM where a hit was titrated; 190,000 tested, 0.42% active;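 note: plate controls were DMSO vehicle for no effect and wells lacking substrate for full effect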
# KOR beta-arrestin-1: KOR agonists, beta-arrestin recruitment, primary screen, cell-based, luminescence, uHTS (AID 1777) | activation, % at 10 µM, or EC50 in µM where a hit was titrated | 280,000 tested, 0.02% active | KOR beta-arrestin recruitment, luminescence; higher % means a stronger effect; in the data active = activation above about 50%, passing the limit was not always enough; note: a part of the inactive calls stands beside numbers as strong as those of hits
# XIAP antagonists: XIAP antagonists, biochemical, IAP family, fluorescence polarization (AID 1018) | 200,000 tested, 0.007% active | XIAP BIR domain, fluorescence polarization peptide displacement; higher % means a stronger effect | one-dose displacement, % at 20 µM; IC50 in µM for titrated hits; in the data active = displacement above about 50%; note: a part of the inactive calls stands beside numbers as strong as those of hits
# TNAP activators: stimulation of alkaline phosphatase TNAP activity – biochemical, luminescent, no phosphate acceptor, uHTS, primary screen (AID 1001); one-dose activation fold at 20 µM; EC50 in µM for titrated hits; 200,000 tested, 0.03% active; purified TNAP, luminescent activation assay, no phosphate acceptor; higher activation fold means a stronger effect; in the data active = activation fold from about 3, or a potency from the dose series; inactive = the rest, 99 in 100 with activation fold below about 1.6; note: many of its hits are not listed in these tables
# PMI inhibition: MPI inhibition at elevated mannose 6-phosphate – biochemical, fluorescence intensity, high mannose 6-phosphate, primary screen (AID 1220) | recombinant PMI enzyme, coupled fluorescence intensity; higher % means a stronger effect | inhibition, % at 20 µM, or IC50 in µM where a hit was titrated | 190,000 tested, 0.66% active
# NOD2 inhibition: inhibition of NOD2-driven NF-kB reporter – cell-based, luminescence, uHTS, HEK293 (AID 1566); HEK293 NOD2/NF-kB luciferase reporter, luminescence; higher % means a stronger effect; one-dose inhibition, % at 4 µM; EC50 in µM for titrated hits; 290,000 tested, 0.63% active; note: many of its hits are not listed in these tables
# NOD1 inhibition: inhibition of NOD1-driven NF-kB reporter – cell-based, luminescence, uHTS, primary screen (AID 1578); NOD1-driven NF-kB luciferase reporter cells, luminescence; higher % means a stronger effect; 290,000 tested, 1% active; inhibition, % at 4 µM, or EC50 in µM where a hit was titrated; in the data active = inhibition mostly above about 36%, no sharp cut-off; inactive = mostly below about 34%;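 note: HEK-293T reporter cells stimulated with the NOD1 agonist gamma-tri-DAP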
# LYP phosphatase: PTPN22 lymphoid phosphatase activity blockers – biochemical, fluorescence intensity, uHTS (AID 1779); recombinant LYP phosphatase, fluorescence intensity; higher % means a stronger effect; inhibition, % at 11.5 µM; hits with a dose series show IC50 in µM; 290,000 tested, 0.054% active;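 note: plate controls were vehicle with enzyme for no effect and no enzyme for full effect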
# KOR beta-arrestin-2: kappa opioid receptor blockers – cell-based, luminescence, uHTS (AID 1778); KOR beta-arrestin recruitment, luminescence, antagonist mode; higher % means a stronger effect; one-dose inhibition, % at 10 µM; IC50 in µM for titrated hits; 290,000 tested, 0.091% active; note: strong numbers were not always called active
# * marks the source's active call; other numbers are inactive results; nt = not tested or not shown; [ ] = dose if it differs, or a comment. Cut-off read from the data, not from the text of the source, unless noted: active = inhibition above about 50%; inactive = the rest.
# The opening 2 records as a preview:
1: Cc1nnc(SCC(=O)Nc2ncc3c(n2)CC(c2ccccc2)CC3=O)s1 (stereo not given)
2: CCN(CC)CCn1c(=N)n(CC(O)c2ccc(OC)c(OC)c2)c2ccccc21 (stereo not given)

Assay by compound	1	2
PMI inhibitors	2%	0%
KOR beta-arrestin-1	-1.1%	nt
XIAP antagonists	-8.1%	-6.4%
TNAP activators	1.1	1.1
PMI inhibition	1%	2%
NOD2 inhibition	15%	12%
NOD1 inhibition	-14%	-11%
LYP phosphatase	-8%	-8%
KOR beta-arrestin-2	14%	nt

# The listing, previewed entries included:
1: Cc1nnc(SCC(=O)Nc2ncc3c(n2)CC(c2ccccc2)CC3=O)s1 (stereo not given)
2: CCN(CC)CCn1c(=N)n(CC(O)c2ccc(OC)c(OC)c2)c2ccccc21 (stereo not given)
3: C=CCn1c2ccccc2c2nnc(SCc3[nH]c(=O)[nH]c3C(=O)CCCCC(=O)OCC)nc21
4: COC(=O)c1ccc(CNC(=O)COC(=O)CCC2CCCC2)cc1
5: COc1ccc(C)cc1NC(=O)c1nnn(Cc2cc(C)ccc2C)c1N
6: CN(C)C(=O)CSc1nnc([C@H](Cc2c[nH]c3ccccc23)NC(=O)OC(C)(C)C)o1
7: O=C(CCCN1C(=O)/C(=C/c2cccs2)SC1=S)Nc1ccc(O)c(C(=O)O)c1
8: O=[N+]([O-])c1nn(-c2ccc3c(c2)OCCO3)n(O)c1=NC1CCCC1

Assay by compound	1	2	3	4	5	6	7	8
PMI inhibitors	2%	0%	18%	22%	4%	-4%	-5%	2%
KOR beta-arrestin-1	-1.1%	nt	8.2%	2.4%	-2.7%	13%	-0.6%	0.6%
XIAP antagonists	-8.1%	-6.4%	-11%	-5.2%	2.4%	-2.6%	-5.3%	-5.8%
TNAP activators	1.1	1.1	1.1	1.1	1.1	1	0.9	1
PMI inhibition	1%	2%	5%	12%	0%	7%	-16%	-2%
NOD2 inhibition	15%	12%	14%	3%	-88%	2%	11%	-4%
NOD1 inhibition	-14%	-11%	2%	1%	-27%	-46%	-27%	-13%
LYP phosphatase	-8%	-8%	-1%	-6%	-6%	-7%	-4%	-6%
KOR beta-arrestin-2	14%	nt	22%	1%	26%	29%	-14%	41%

9: CC(=O)NC(Cc1ccc(C)cc1)C(=O)NC1CCN(C(=O)NCc2ccccc2)CC1 (stereo not given)
10: O=S(=O)(c1cc(Cl)ccc1Cl)N1CCN(Cc2ccco2)CC1
11: Cc1ccnc(NS(=O)(=O)c2ccc(N=CC3=C(O)CC(C)(C)CC3=O)cc2)n1
12: O=C(O)Cc1cn(Cc2ccc(F)cc2)c2ccccc12
13: CC1(C)CC(=O)C(N=Nc2cc3c(cc2[N+](=O)[O-])OCCO3)=C(O)C1
14: COc1ccc(S(=O)(=O)N2CCN(C3CC4CCC3C4)CC2)cc1 (stereo not given)
15: CCOC(=O)c1cnc(-n2nc(C)cc2C)nc1Nc1ccc2c(c1)OCO2
16: CCOc1ccc(NC(=O)NC2CCCc3ccccc32)cc1 (stereo not given)

Assay by compound	9	10	11	12	13	14	15	16
PMI inhibitors	nt	nt	-2%	-10%	-6%	nt	0%	nt
KOR beta-arrestin-1	-1.9%	0.5%	-0.6%	-1.1%	-2.2%	0.7%	12%	-0.4%
XIAP antagonists	nt	nt	-4.6%	-4.9%	-18%	nt	-4.7%	nt
TNAP activators	nt	nt	1.1	1.1	0.8	nt	1	nt
PMI inhibition	nt	nt	-4%	-10%	9%	nt	-7%	nt
NOD2 inhibition	-9%	-6%	5%	6%	7%	-8%	1%	-15%
NOD1 inhibition	-10%	-22%	-16%	-39%	-24%	-68%	-8%	-19%
LYP phosphatase	-12%	-12%	4%	-4%	1%	-13%	-9%	-6%
KOR beta-arrestin-2	-29%	8%	-9%	5%	-22%	4%	-7%	12%

# One compound at a time, as listed above. Values in the order: PMI inhibitors | KOR beta-arrestin-1 | XIAP antagonists | TNAP activators | PMI inhibition | NOD2 inhibition | NOD1 inhibition | LYP phosphatase | KOR beta-arrestin-2
# Cc1ccnc(NS(=O)(=O)c2ccc(N=CC3=C(O)CC(C)(C)CC3=O)cc2)n1 as listed: -2% | -0.6% | -4.6% | 1.1 | -4% | 5% | -16% | 4% | -9%
# O=S(=O)(c1cc(Cl)ccc1Cl)N1CCN(Cc2ccco2)CC1 as listed: nt | 0.5% | nt | nt | nt | -6% | -22% | -12% | 8%
# CC(=O)NC(Cc1ccc(C)cc1)C(=O)NC1CCN(C(=O)NCc2ccccc2)CC1 (stereo not given) as listed: nt | -1.9% | nt | nt | nt | -9% | -10% | -12% | -29%
# CCOC(=O)c1cnc(-n2nc(C)cc2C)nc1Nc1ccc2c(c1)OCO2 as listed: 0% | 12% | -4.7% | 1 | -7% | 1% | -8% | -9% | -7%
# O=C(O)Cc1cn(Cc2ccc(F)cc2)c2ccccc12 as listed: -10% | -1.1% | -4.9% | 1.1 | -10% | 6% | -39% | -4% | 5%

# New compounds follow.
17: CC(C)CC(=O)N=C1SC2CS(=O)(=O)CC2N1Cc1ccccc1 (stereo not given)
18: Cc1ccccc1OCCN1C(=O)c2ccccc2C1=O
19: Cc1cc([N+](=O)[O-])nn1CCCC(=O)NCc1ccccc1
20: C=CCNC(=O)Nc1ccc(Br)cc1Cl
21: COC(=O)c1cc(NS(=O)(=O)c2cccc(Cl)c2)ccc1N1CCOCC1
22: O=C(NC(n1ccc(=O)[nH]c1=O)C(Cl)(Cl)Cl)C12CC3CC(CC(C3)C1)C2 (stereo not given)
23: Cc1[nH]c2ccccc2c1C(=O)CN1CCN(C/C=C/c2ccccc2)CC1
24: CC(=O)Nc1ccc(Oc2ccc3nc(C)[nH]c3c2)cc1

Assay by compound	17	18	19	20	21	22	23	24
PMI inhibitors	-4%	2%	0%	4%	nt	nt	-6%	0%
KOR beta-arrestin-1	4.6%	4.0%	-1.2%	5.3%	2.9%	0.6%	1.8%	-3.2%
XIAP antagonists	-2.7%	-5.3%	-6.8%	-9.0%	nt	nt	-5.4%	-3.5%
TNAP activators	1.1	1.1	1	1.1	nt	nt	1	1
PMI inhibition	29%	0%	-8%	9%	nt	nt	-2%	-5%
NOD2 inhibition	15%	-26%	-10%	8%	-12%	5%	4%	9%
NOD1 inhibition	5%	-37%	-22%	-8%	1%	-3%	-10%	13%
LYP phosphatase	-8%	-2%	4%	5%	-5%	-2%	-3%	-13%
KOR beta-arrestin-2	3%	-8%	14%	-4%	36%	-2%	-38%	-18%

25: Cc1ccc(S(=O)(=O)NCc2ccc(C(=O)N3CCN(c4ccccc4)CC3)cc2)cc1
26: CCC1CCC(C(=O)NC(C(=O)Nc2ccc3c(c2)OCCO3)C(C)C)CC1 (stereo not given)
27: Nc1ccc2oc(-c3cc(Br)ccc3Cl)nc2c1
28: CCOc1ccccc1N(C(=O)Cn1nnnc1-c1ccc(C)o1)C(CC)C(=O)NC(C)(C)C (stereo not given)
29: COc1ccc(CNC(=O)CN(C(=O)c2csnn2)c2cccc(C(C)=O)c2)cc1
30: CC(CCC(=O)O)C1CC[C@H]2C3CCC4CC(=O)CCC4(C)[C@H]3CC(=O)C12C (stereo not given in full)
31: CCc1ccc2[nH]c(=O)c(CN(Cc3ccco3)C(=S)NCC3CCCO3)cc2c1 (stereo not given)
32: CCc1ccc(CNCc2cccnc2)cc1

Assay by compound	25	26	27	28	29	30	31	32
PMI inhibitors	nt	-3%	20%	-7%	nt	nt	3%	9%
KOR beta-arrestin-1	-4.1%	-4.3%	-0.8%	-2.4%	-3.9%	3.1%	nt	-3.6%
XIAP antagonists	nt	1.1%	-1.0%	-10%	nt	nt	-5.3%	-8.6%
TNAP activators	nt	1.2	1.1	1.1	nt	nt	1	1.1
PMI inhibition	nt	-7%	49%	-12%	nt	nt	-3%	4%
NOD2 inhibition	13%	-9%	-15%	4%	-7%	-1%	19%	-2%
NOD1 inhibition	16%	-30%	-24%	-14%	2%	-1%	5%	10%
LYP phosphatase	-14%	-3%	-6%	-3%	-9%	-4%	2%	-4%
KOR beta-arrestin-2	-16%	-16%	-10%	26%	-8%	-13%	-31%[20 µM]	-57%

# Screen by screen, from the results shown:
# NOD1 inhibition for entries 25 to 32, in order: 16%, -30%, -24%, -14%, 2%, -1%, 5%, 10%
# PMI inhibition for entries 25 to 32, in order: nt, -7%, 49%, -12%, nt, nt, -3%, 4%

# (list continues)
33: Cc1[nH]c2ccccc2c1C(=O)CN1CCCC(C)C1 (stereo not given)
34: CN(C)CCOc1ccc2c(c1)Sc1ccccc1CC2=O
35: NC(N)=NC1=NC(=O)/C(=C/c2ccccc2-n2cccn2)S1
36: Cc1ccc2cc(C)c(N3CCN(c4ccc(F)cc4)CC3)nc2c1
37: COc1cccc(NC(=O)OCCN2CCN(Cc3ccccc3)CCC2=O)c1
38: C=CCNC(=O)Nc1ccc(Cl)cn1
39: Cc1c(C(=O)OCCOc2ccc(Br)cc2)sc(=S)n1C
40: Clc1ccc(NC2(c3nnnn3C3CCCCC3)CCCCC2)cc1

Assay by compound	33	34	35	36	37	38	39	40
PMI inhibitors	nt	13%	-3%	nt	-12%	-3%	-4%	11%
KOR beta-arrestin-1	-2.9%	-2.4%	5.8%	-7.0%	3.4%	-2.0%	9.1%	4.2%
XIAP antagonists	nt	-2.4%	-3.1%	nt	-14%	-0.9%	-10%	0.8%
TNAP activators	nt	1.1	1.3	nt	1	1.1	1	1.1
PMI inhibition	nt	49%	3%	nt	0%	4%	-8%	6%
NOD2 inhibition	10%	14%	-29%	-3%	6%	0%	8%	-15%
NOD1 inhibition	-6%	-18%	-21%	-6%	-7%	-24%	-1%	-9%
LYP phosphatase	-7%	-5%	10%	1%	-6%	-6%	-3%	1%
KOR beta-arrestin-2	1%	-41%	-16%	-2%	-37%	23%	-54%	-2%

41: O=C1c2nc3cc(-c4ccco4)[nH]n3c(=O)c2CN1C1CCCCC1
42: CC(C)OCCCNC(=S)NNC(=O)C(c1ccccc1)c1ccccc1
43: O=C(NCCc1ccccc1)c1ccco1
44: CCCCCC(=O)NNC(=O)c1c(O)c2ccccc2n(CC)c1=O
45: CCOc1cc(/C=C2/C(=O)ON=C2C)ccc1OCc1ccccc1F
46: CCCCNC(=O)N(C)c1nncnc1C(=O)NC
47: Fc1ccc(CSc2ncnc3c2oc2ccccc23)cc1
48: COc1cc(C(=O)N2CCN(c3cccc(C)c3C)CC2)cc(OC)c1OC

Assay by compound	41	42	43	44	45	46	47	48
PMI inhibitors	nt	2%	-12%	-6%	6%	-3%	-4%	4%
KOR beta-arrestin-1	4.5%	1.4%	2.4%	nt	8.1%	-1.4%	3.3%	0.6%
XIAP antagonists	nt	-1.6%	-11%	-0.8%	-7.4%	-8.0%	-2.4%	-1.6%
TNAP activators	nt	2.4	1.1	1.6	1	1	1.1	1.1
PMI inhibition	nt	-15%	-3%	-31%	-5%	-8%	-6%	4%
NOD2 inhibition	-3%	9%	2%	29%	-21%	23%	-6%	7%
NOD1 inhibition	-2%	-22%	-24%	-14%	19%	3%	-8%	-5%
LYP phosphatase	-11%	-2%	-6%	1%	4%	-14%	1%	-2%
KOR beta-arrestin-2	12%	-40%	-26%	-15%[20 µM]	-40%	-7%	-15%	-89%

# The list is partial, so the mix of outcomes need not match the whole.
